Screening data from PubChem BioAssay.
SENP7 block: SENP7 protease inhibitors, primary screen, biochemical, luminescence, uHTS; recombinant SENP7, Z-RLRGG-aminoluciferin luminescence, 40 min; 330,000 tested, 1.5% active; Sentrin-specific protease 7 (Homo sapiens), Q9BQF6; inhibition, % at 5 µM;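 active = inhibition above about 50% at the single test dose, limit read from the data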;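 note: plate controls were DMSO with enzyme for no effect and no enzyme buffer wells for full effect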
Target sequence (Q9BQF6 706-1050 limits assumed): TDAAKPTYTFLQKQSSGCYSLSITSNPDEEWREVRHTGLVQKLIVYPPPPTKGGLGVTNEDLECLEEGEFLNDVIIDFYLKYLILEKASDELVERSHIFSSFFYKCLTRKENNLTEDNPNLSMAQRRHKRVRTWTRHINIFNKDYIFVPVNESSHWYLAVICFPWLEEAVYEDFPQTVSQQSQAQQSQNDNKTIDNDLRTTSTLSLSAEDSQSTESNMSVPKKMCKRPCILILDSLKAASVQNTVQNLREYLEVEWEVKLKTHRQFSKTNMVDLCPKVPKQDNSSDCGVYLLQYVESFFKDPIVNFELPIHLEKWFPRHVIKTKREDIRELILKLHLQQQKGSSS
HKDC1 inhibitor: HKDC1 hexokinase inhibitors, primary screen, biochemical, fluorescence, uHTS; recombinant HKDC1, G6PDH/diaphorase resazurin coupled fluorescence; inhibition, % at 20 µM; 340,000 tested, 0.16% active; AID 493160, 2011;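 active = inhibition above about 35% when tested at 20 µM, limit read from the data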;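 note: plate controls were DMSO wells with enzyme for no effect and DMSO wells lacking enzyme for full effect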
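Incubation: 90 min at room temperature in dark / Material: recombinant HKDC1 (HK5) hexokinase enzyme, produced in-house / Quantity: enzyme 5 µg/mL final / Compound: one dose of 20 µM, 1% DMSO / Reagent: glucose and ATP substrates / Buffer or medium: Tris pH 8.0 buffer with MgCl2, Tween-20, BSA, BME / Technique: resorufin fluorescence at 613 nm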
ATG4B inh: ATG4B protease inhibitors, primary screen, biochemical, fluorescence, uHTS | AID 504462, 2011 | 340,000 tested, 0.51% active | ATG4B cleavage of LC3-PLA2, NBD-HPC fluorescence, 1 h | inhibition, % at 8.33 µM; in the data active = inhibition above about 40%
Target sequence (Q9Y4P1 whole entry, looked up): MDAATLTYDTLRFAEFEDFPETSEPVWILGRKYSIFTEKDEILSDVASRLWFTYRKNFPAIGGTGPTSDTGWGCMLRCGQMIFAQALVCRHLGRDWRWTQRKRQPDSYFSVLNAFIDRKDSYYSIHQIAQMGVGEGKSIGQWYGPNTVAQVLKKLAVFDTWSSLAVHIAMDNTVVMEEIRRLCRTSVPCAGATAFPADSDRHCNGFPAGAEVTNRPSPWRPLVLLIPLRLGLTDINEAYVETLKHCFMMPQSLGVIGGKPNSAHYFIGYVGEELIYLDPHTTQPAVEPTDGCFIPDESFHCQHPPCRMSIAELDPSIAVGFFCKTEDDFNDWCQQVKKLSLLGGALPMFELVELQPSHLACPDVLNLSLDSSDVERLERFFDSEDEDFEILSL
NR3A LBD binder: binders of NR3A ligand-binding domain, primary screen, biophysical, differential scanning fluorimetry, uHTS. Glutamate receptor ionotropic, NMDA 3A (GRIN3A) ligand-binding domain. NR3A LBD differential scanning fluorimetry, Tm shift; 0% = protein alone, 100% = glycine-bound protein. Tm shift relative to glycine control, % at 25 µM. 340,000 tested, 2.5% active. AID 1259313, 2017;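 active = melting temperature shift of at least 10% of the positive control shift, at one fixed dose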
PfG6PD inh: PfG6PD enzyme inhibitors, primary screen, biochemical, fluorescence intensity, uHTS; glucose-6-phosphate dehydrogenase-6-phosphogluconolactonase (Plasmodium falciparum 3D7); 350,000 tested, 0.78% active; PfGluPho enzyme, NADPH resazurin-diaphorase fluorescence; AID 504690, 2011; inhibition, % at 20 µM;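 active = inhibition reaching at least a set limit at 20 µM in the primary screen, cut at about 59% in these data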;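 note: 0% = DMSO wells with substrate and 100% = DMSO wells lacking glucose-6-phosphate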
SENP6 inh: SENP6 protease inhibitors, primary screen, biochemical, luminescence, uHTS. 330,000 tested, 1.8% active. Sentrin-specific protease 6 (Homo sapiens), Q9GZR1. inhibition, % at 10 µM. Recombinant SENP6 catalytic domain, aminoluciferin luminescence;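 active = inhibition above about 50% at the single tested dose, limit read from the data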;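 note: plate controls were DMSO wells with enzyme for no effect and DMSO wells lacking enzyme for full effect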
SENP8 inh: human SENP8 protease inhibitors, primary screen, biochemical, fluorescence, Nedd8 protein substrate, uHTS | recombinant SENP8 | inhibition, % at 20 µM | 360,000 tested, 0.64% active; in the data active = inhibition mostly above about 40%, no sharp cut-off; inactive = mostly below about 27%
Target sequence (Q96LD8 whole entry, looked up): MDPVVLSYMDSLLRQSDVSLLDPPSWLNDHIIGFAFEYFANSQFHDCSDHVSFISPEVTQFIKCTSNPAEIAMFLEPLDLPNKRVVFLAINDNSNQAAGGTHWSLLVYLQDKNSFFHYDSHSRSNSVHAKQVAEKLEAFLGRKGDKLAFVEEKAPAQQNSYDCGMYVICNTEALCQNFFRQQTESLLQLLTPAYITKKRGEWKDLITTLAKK
MPTP inh: mitochondrial permeability transition pore inhibitors, primary screen, biochemical, isolated mouse mitochondria, absorbance; Ca2+ swelling absorbance, 30 min; inhibition, % at 10 µM; 360,000 tested, 1.4% active; AID 602449, 2012;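 active = inhibition of 50% or more, scaled per plate between neutral and stimulator controls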;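 note: 0% = DMSO wells given calcium and 100% = 1 mM EGTA wells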
The depositor's hits bear a star; . = no result given.

nr	SMILES	SENP7 block	HKDC1 inhibitor	ATG4B inh	NR3A LBD binder
1	O=C(NCc1cccc(C(F)(F)F)c1)C1CC(c2cccc(F)c2)=NO1 (stereo not drawn)	-2	-2	0	3
2	CCN(CC)S(=O)(=O)c1cccc(-c2nn(-c3ccccc3)cc2/C=C(\C#N)C(=O)NCc2ccco2)c1	3	-8	10	2
3	C[C@H](NC(=O)c1nc[nH]c1C(=O)N[C@@H](C)C(=O)OC(C)(C)C)C(=O)OCc1ccccc1	-3	0	-6	0
4	COc1ccc(CCNC(=S)N2CCN(S(=O)(=O)c3cccc(F)c3)CC2)cc1	4	-3	-5	1
5	CCOCCCNC(=O)C(c1ccccc1)N(Cc1cccs1)C(=O)CNC(C)=O (stereo not drawn)	4	-5	4	-8
6	O=C(Nc1ccn(Cc2c(F)c(F)c(F)c(F)c2F)n1)c1ccc(COc2ccccc2Cl)cc1	-3	-9	5	6
7	N/C(Cc1cccc2ccccc12)=N\OC(=O)COc1ccccc1	4	-3	17	10
8	O=c1c2ccccc2sn1-c1ccc(F)cc1	36	3	2	4

nr	PfG6PD inh	SENP6 inh	SENP8 inh	MPTP inh
1	24	-7	12	-1.0
2	-2	14	-56	0.7
3	20	-6	11	0.2
4	7	-6	4	-0.3
5	2	4	6	3.2
6	0	3	9	-2.8
7	3	4	29	0.7
8	113*	82*	11	0.6

(continued)
nr	SMILES	SENP7 block	HKDC1 inhibitor	ATG4B inh	NR3A LBD binder
9	Cc1ccc(C(=O)NC2CC3CCC(C2)N3C)cc1 (stereo not drawn)	5	-6	-1	-3
10	COc1ccc(OC)c(CN2C(=O)c3ccccc3C2C(=O)NCC2CCCO2)c1 (stereo not drawn)	-2	-3	-4	0
11	COc1ccc(-n2nc(C(=O)NCC(=O)N3CCC(C)CC3)c3ccccc3c2=O)cc1	-17	-4	-6	0
12	CN1CCN(C(=O)CCN2C(=O)/C(=C\c3ccc(Cl)cc3Cl)SC2=S)CC1	-3	1	10	-3
13	S=C(NCc1ccco1)N1CCN(Cc2ccc(Cl)cc2Cl)CC1	1	-8	4	-6
14	c1ccc(N2CCN(Cc3ccc4c(c3)OCO4)CC2)nc1	4	-4	0	-1
15	O=C(/C=C/c1ccc(Cl)cc1)NCc1cccs1	4	-3	34	2
16	Cc1ccc(/C=N/NC(=O)CNC(=O)Cc2ccccc2)o1	7	-12	4	-1

nr	PfG6PD inh	SENP6 inh	SENP8 inh	MPTP inh
9	-9	7	17	-2.9
10	-4	0	19	2.3
11	-22	6	-169	-1.9
12	-18	-17	28	-0.6
13	21	-11	4	-7.3
14	8	9	3	3.0
15	40	22	-13	0.6
16	1	10	23	-0.2

(next part)
nr	SMILES	SENP7 block	HKDC1 inhibitor	ATG4B inh	NR3A LBD binder
17	CCOC(=O)N1CCN(CC(O)COc2ccccc2C(C)CC)CC1 (stereo not drawn)	5	-4	-5	-3
18	Cc1cc(C)c(S(=O)(=O)Nc2nnc(C)s2)c(C)c1	12	-6	-1	0
19	O=C(Nc1ccccc1C(F)(F)F)NC1(C(=O)N2CCOCC2)CCCCC1	.	19	8	-4
20	Cc1ccc(/C(N)=N/OC(=O)C23CC4CC(CC(C4)C2)C3)cc1	-4	1	-5	3
21	COC(=O)c1ccc2[nH]c(C(C)(C)O)c(C)c2c1	10	-3	-10	0
22	c1cncc(-c2nnc(-c3ccco3)o2)c1	3	-4	-1	-6
23	COc1cccc(/C=C/C(=O)NCc2cn3cc(Cl)ccc3n2)c1OC	9	-4	-4	-2
24	Cc1ccc(C)c(NC(=O)CN(C)C(=O)CN2C(=O)C3CCCCC3C2=O)c1 (stereo not drawn)	14	-4	-5	2

nr	PfG6PD inh	SENP6 inh	SENP8 inh	MPTP inh
17	12	-4	11	-1.1
18	-20	-1	10	0.6
19	27	.	-119	7.6
20	18	44	10	1.5
21	5	-13	-113	-0.6
22	-9	-8	-129	0.7
23	-7	0	-412	-0.1
24	-7	-11	10	2.3

More structures follow.
nr	SMILES	SENP7 block	HKDC1 inhibitor	ATG4B inh	NR3A LBD binder
25	CC(C)c1ccc(NC(=O)COC(=O)c2ccc(CN3CCCC3=O)cc2)cc1	-2	-3	-1	1
26	O=c1[nH]cnc2scc(C3COc4ccccc4O3)c12 (stereo not drawn)	1	1	-5	0
27	CCCC(=O)c1cc(F)c(N2CCN(S(=O)(=O)c3ccccc3)CC2)cc1C	7	15	-3	-2
28	COc1ccc(/C=N/N=C2/CC(C)(C)Cc3n[nH]c(=O)cc32)cc1	3	-13	0	0
29	CCC1(C)Cc2c(sc3nnn(CC(=O)Nc4ccc(Cl)cc4)c(=O)c23)CO1 (stereo not drawn)	4	-2	-4	7
30	Cc1cc(C)n2c(SCc3ccc(Cl)cc3Cl)nnc2n1	5	1	-2	-4
31	COc1ccc(/C=C2/SC(=O)N(NS(=O)(=O)c3ccccc3)C2=S)cc1OC	1	-4	4	-7
32	CCOC(=O)CCCCC(=O)c1[nH]c(=O)[nH]c1CSc1nc2ccccc2[nH]1	9	0	-8	0

nr	PfG6PD inh	SENP6 inh	SENP8 inh	MPTP inh
25	-21	-1	-9	-1.0
26	-22	-6	16	-1.3
27	1	-10	12	2.6
28	10	0	44*	-0.1
29	18	-9	10	0.0
30	-1	3	8	3.6
31	-1	1	8	3.1
32	4	4	11	0.9

Later entries
nr	SMILES	SENP7 block	HKDC1 inhibitor	ATG4B inh	NR3A LBD binder
33	Cc1ccc(NC(=O)c2cc3c(s2)CCCC3)cc1S(=O)(=O)Nc1ccccc1Cl	6	18	22	18*
34	CC[C@H](C)[C@H](NC(N)=O)C(=O)NCCc1ccc(Cl)cc1	7	12	-6	-2
35	CC1CCC2(CC1)NC(=O)N(CC(=O)Nc1ccc3c(c1)OCO3)C2=O (stereo not drawn)	2	5	-1	0
36	CC(c1ccccc1)N1C(=O)OC(C)(C)C1(C)O (stereo not drawn)	-9	1	-5	-1
37	Cc1nnc(SCc2cnc(-c3ccc(C(C)C)cc3)s2)n1C	2	0	6	-4
38	COC(=O)[C@H](Cc1ccccc1)N(C)S(=O)(=O)c1cccc(S(=O)(=O)N(C)[C@@H](Cc2ccccc2)C(=O)OC)c1	-8	-1	9	-1
39	CC(C)(C)CC(C)(C)N1CNC(=S)NC1	-6	-4	0	2
40	CCOC(=O)c1c(C)[nH]c(C)c1S(=O)(=O)NCc1cc(C)ccc1C	-4	-4	-6	0

nr	PfG6PD inh	SENP6 inh	SENP8 inh	MPTP inh
33	-43	-29	-8	41
34	5	5	2	0.7
35	-13	7	-1	-2.1
36	-21	-18	8	0.2
37	-9	1	22	1.3
38	-1	-15	6	2.9
39	-1	-9	12	-0.6
40	-30	-8	4	-0.2

Later entries
nr	SMILES	SENP7 block	HKDC1 inhibitor	ATG4B inh	NR3A LBD binder
41	COc1ccc(CCNC(=O)NC(C(F)(F)F)C(F)(F)F)cc1OC	-5	-3	-6	-2
42	Cc1ccc(S(=O)(=O)N2CCOCC2)cc1NC(=O)c1cc2c(s1)CCC2	2	-1	-9	4
43	COC(=O)c1sc2nc(C)nc(SCC(=O)C(C)(C)C)c2c1C	5	-4	-7	0
44	COc1ccc(C)cc1NC(=S)NNC(=O)c1ccccc1Cl	21	-9	5	-4
45	Cc1cccc(C)c1OCC(O)CN1CCc2ccccc2C1 (stereo not drawn)	1	-5	12	-1
46	COc1cc(/C=C/C(=O)O)cc(S(=O)(=O)N2CCc3ccccc32)c1OC	-12	1	-8	-1
47	C=CCn1c(N)c(C(=O)OCCC)c2nc3ccccc3nc21	12	7	-3	-3
48	CSc1ccc(S(=O)(=O)NCc2ccc(Cl)cc2)cc1	-2	-4	-10	-2

nr	PfG6PD inh	SENP6 inh	SENP8 inh	MPTP inh
41	-4	7	28	0.5
42	4	2	23	3.6
43	11	-26	-4	39
44	-2	40	-4	-0.3
45	0	1	13	-1.1
46	24	-24	5	-3.3
47	0	1	-428	-8.6
48	16	-14	2	0.1

More records follow.
nr	SMILES	SENP7 block	HKDC1 inhibitor	ATG4B inh	NR3A LBD binder
49	COc1cc(C(=O)N2CCN(c3ccccn3)CC2)cc(OC)c1OC	-2	-6	-3	-1
50	COc1cc(/C=C(/C#N)c2ccc(F)cc2)ccc1Oc1ccc([N+](=O)[O-])cn1	-9	-3	-7	-6
51	O=C(COC(=O)c1ccccc1C(=O)c1ccccc1)NCc1ccc(F)cc1	27	2	2	1
52	CCn1c2ccc(/C(C)=N\O)cc2c2cc(/C(C)=N\O)ccc21	-1	0	-8	-1
53	CC(C(=O)Nc1ccccc1)N(C)CCOc1ccc(Br)cc1 (stereo not drawn)	5	2	-8	-26
54	CC1(C)SCC(C(=O)O)N1C=O (stereo not drawn)	-4	-5	-1	0
55	O=C(CNCC1CCCO1)N1CCN(S(=O)(=O)c2ccc3ccccc3c2)CC1 (stereo not drawn)	0	-1	-6	3
56	Cc1c(NS(=O)(=O)c2ccc3c(c2)CCN3C(=O)C2CC2)c(=O)n(-c2ccccc2)n1C	0	-2	5	0

nr	PfG6PD inh	SENP6 inh	SENP8 inh	MPTP inh
49	4	3	4	0.1
50	15	-13	28	1.6
51	8	-8	15	0.7
52	-6	-9	-94	-1.3
53	20	-9	0	4.4
54	5	-24	22	-1.2
55	-5	-6	21	-0.7
56	-9	2	2	-1.2

A second format for four compounds above:
#	Molecule	SENP7 block	HKDC1 inhibitor	ATG4B inh	NR3A LBD binder	PfG6PD inh	SENP6 inh	SENP8 inh	MPTP inh
50	COc1cc(/C=C(/C#N)c2ccc(F)cc2)ccc1Oc1ccc([N+](=O)[O-])cn1	-9	-3	-7	-6	15	-13	28	1.6
51	O=C(COC(=O)c1ccccc1C(=O)c1ccccc1)NCc1ccc(F)cc1	27	2	2	1	8	-8	15	0.7
52	CCn1c2ccc(/C(C)=N\O)cc2c2cc(/C(C)=N\O)ccc21	-1	0	-8	-1	-6	-9	-94	-1.3
53	CC(C(=O)Nc1ccccc1)N(C)CCOc1ccc(Br)cc1 (stereo not drawn)	5	2	-8	-26	20	-9	0	4.4

(more compounds)
nr	SMILES	SENP7 block	HKDC1 inhibitor	ATG4B inh	NR3A LBD binder
57	Cc1ccc(C(=O)Cn2c(N3CCOCC3)nc3c2c(=O)n(C)c(=O)n3C)cc1	0	-3	10	1
58	Cc1c(NC(=O)c2ccccc2N)cccc1C(=O)O	71*	-6	-14	1
59	NNC(=O)CNS(=O)(=O)c1ccc([N+](=O)[O-])cc1	1	-2	5	1
60	O=C(Nc1ccc2c(c1)OCO2)C1CCCN(S(=O)(=O)c2cccs2)C1 (stereo not drawn)	-6	5	-7	1
61	O=C(NC1CCOCC1)C1CCC(=O)N(CCc2ccc(Cl)cc2)C1 (stereo not drawn)	-13	2	14	1

nr	PfG6PD inh	SENP6 inh	SENP8 inh	MPTP inh
57	-4	-13	6	0.9
58	-10	56*	-100	1.7
59	11	-1	10	0.8
60	27	-22	13	1.0
61	-3	-2	2	-2.3

Individual results from the entries so far:
Reading of `CC(c1ccccc1)N1C(=O)OC(C)(C)C1(C)O` (stereo not drawn) under ATG4B inh: -5
Reading of `CC(C)(C)CC(C)(C)N1CNC(=S)NC1` under SENP8 inh: 12
Reading of `CSc1ccc(S(=O)(=O)NCc2ccc(Cl)cc2)cc1` under MPTP inh: 0.1
Reading of `COc1ccc(CCNC(=S)N2CCN(S(=O)(=O)c3cccc(F)c3)CC2)cc1` under HKDC1 inhibitor: -3
Reading of `Cc1nnc(SCc2cnc(-c3ccc(C(C)C)cc3)s2)n1C` under SENP7 block: 2
Reading of `CC1(C)SCC(C(=O)O)N1C=O` (stereo not drawn) under SENP7 block: -4
Reading of `COC(=O)c1sc2nc(C)nc(SCC(=O)C(C)(C)C)c2c1C` under ATG4B inh: -7
